AID2073 – inhibitors of Mint1-CaV2.2 protein interaction, biochemical, HTRF (AID 2073). inhibition, % at 20 µM; hits with a dose series show IC50 in µM. HTRF protein-protein interaction, Mint1-CaV2.2; higher % means a stronger effect. 0.19% of 290,000 active; in the data active means inhibition mostly above about 51%, no sharp cut-off; inconclusive means no clear call, values can overlap the other calls; inactive means mostly below about 53%; further: some results filed as inactive read as strong as hits
GPR35 antagonists – inhibition of zaprinast-stimulated GPR35 beta-arrestin translocation – imaging, U2OS, beta-arrestin-GFP, zaprinast agonist, primary screen (AID 2058) | one-dose inhibition, % at 10 µM; IC50 in µM for titrated hits | U2OS GPR35 beta-arrestin-GFP translocation imaging, zaprinast antagonism; higher % means a stronger effect | 0.052% of 290,000 active;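 active means inhibition of at least 50% with at least 30 cells and total cytoplasm GFP at most 10,000,000; inconclusive means under 30 cells or total GFP of 10,000,000 plus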
WT yeast gro inh – growth inhibition of WT yeast, mitochondrial fusion screen. mitochondrial fusion phenotypic screen, WT strain. inhibition, % at 10 µM. 2.1% of 190,000 active; in the data active means inhibition above about 58%; tested in S. cerevisiae
Autophagy mod – autophagy modulation, high-content screen. MEF GFP-LC3 puncta imaging; test concentration mostly 10 µM. calls only at 10 µM (by protocol). 0.98% of 190,000 active;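 active means percentage of spot-positive cells more than 3 SD above its plate mean, without a fluorescence outlier flag or 80% toxicity; inconclusive means no clear call, values can overlap the other calls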;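 further: spot-positive cell cutoff set from DMSO-treated cells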
K1F lysis inhibition – inhibition of K1F phage lysis, E. coli UTI89, bacterial capsule biogenesis inhibitors, alamar blue (AID 488966); E. coli UTI89 K1F phage lysis, alamar blue, 2 h; higher % means a stronger effect; inhibition, % at 100 µM, or IC50 in µM where a hit was titrated; 0.02% of 340,000 active;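 active means phage lysis inhibition, versus mean bacterial control, above a set limit; inconclusive means no clear call, values can overlap the other calls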;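 further: capsule biogenesis inhibitors block K1F phage lysis so surviving cells raise fluorescence; higher fluorescence means more inhibition of phage lysis; actives were called in the ten point dose series up to 300 µM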
NTR1 ag – NTR1-driven beta-arrestin-GFP spot formation – imaging, U2OS cells, high content, primary screen (AID 493036); activation, % at 20 µM; agonist mode; 0.17% of 330,000 active;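 active means activation at or above 40% of the spot to cytoplasm intensity ratio, with at least 20 cells analyzed; inconclusive means wells under 20 cells, flagged as cytotoxic or low count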;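 further: 0% = DMSO without peptide and 100% = 100 nM NTR1 peptide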
Target sequence (P30989 whole entry, looked up): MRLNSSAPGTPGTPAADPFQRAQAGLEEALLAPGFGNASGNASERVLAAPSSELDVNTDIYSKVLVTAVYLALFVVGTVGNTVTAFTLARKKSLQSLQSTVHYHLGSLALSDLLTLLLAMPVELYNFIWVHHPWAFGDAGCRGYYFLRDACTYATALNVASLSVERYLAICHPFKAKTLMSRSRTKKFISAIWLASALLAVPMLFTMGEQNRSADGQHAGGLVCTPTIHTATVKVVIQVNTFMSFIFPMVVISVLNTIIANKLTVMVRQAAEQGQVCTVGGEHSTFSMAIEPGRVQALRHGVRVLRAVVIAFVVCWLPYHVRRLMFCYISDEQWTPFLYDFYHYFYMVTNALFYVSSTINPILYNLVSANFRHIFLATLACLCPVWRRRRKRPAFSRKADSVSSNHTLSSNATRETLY
LYP phosphatase – PTPN22 lymphoid phosphatase activity blockers – biochemical, fluorescence intensity, uHTS (AID 1779) | recombinant LYP phosphatase, fluorescence intensity; higher % means a stronger effect | inhibition, % at 11.5 µM, or IC50 in µM where a hit was titrated | 0.054% of 290,000 active; in the data active means inhibition above about 50%;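 further: plate controls were vehicle with enzyme for no effect and no enzyme for full effect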
Dengue-2 NS5 capping – Dengue-2 NS5 methyltransferase inhibitors, primary screen, biochemical, confirmation dose response (AID 588689); 0.3% of 340,000 active; inhibition, % at 25 µM, or IC50 in µM where a hit was titrated; Dengue-2 NS5 methyltransferase capping enzyme assay, biochemical; higher % means a stronger effect; in the data active means a potency from the dose series; inconclusive means inhibition above about 29% without an active follow-up result
RSV CPE inhibition – inhibition of RSV-induced cytopathic effect – HEp-2 cells, primary 10 µM value included (AID 2391); one-dose CPE inhibition, % at 10 µM; IC50 in µM for titrated hits; HEp-2 cells, RSV-induced CPE inhibition; higher % means a stronger effect; 0.13% of 310,000 active; in the data active means a potency from the dose series; inconclusive means CPE inhibition mostly from about 23% at the one dose, without a potency; inactive means the rest, 99 in 100 with CPE inhibition below about 21%; further: strong numbers were not always called active
WT yeast gro inh mutant strain – recorded beside WT yeast gro inh, whose call it bears; inhibition, %; mitochondrial fusion phenotypic screen, mutant strain inhibition
Autophagy mod cell loss 18 h – further read-out of Autophagy mod, marked with its call; toxicity, %; measured here: cell loss, nuclei count;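 cell loss after 18 h compound exposure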
NTR1 ag cell count 20 µM – also measured in NTR1 ag; calls as there; cell count; measured here: cell count, cytotoxicity flag
Active calls of the source: *; i = inactive; u = inconclusive; x = not tested or not shown; [ ] = remark or other dose.

Below each SMILES: K1F lysis inhibition | Autophagy mod | RSV CPE inhibition | NTR1 ag | GPR35 antagonists | Dengue-2 NS5 capping | NTR1 ag cell count 20 µM | AID2073 | LYP phosphatase | WT yeast gro inh mutant strain | Autophagy mod cell loss 18 h | WT yeast gro inh
> CCCc1ccc(-c2cc(NC(=O)CSc3nnc(N)s3)n(-c3ccccc3)n2)cc1
→ 0.2% | i | 14% | 6.9 | 6% | 0% | 92 | 13% | -2% | 3 | -12 | 0
> CC(=O)c1cc(C#N)c(Oc2ccc(F)cc2)nc1C
→ 0.8% | i | 1.6% | -0.3 | -16% | x | 48 | -7% | -3% | 3 | 0 | 11
> COc1ccc(CNC(=O)c2ccc(Br)o2)cc1
→ -0.3% | i | -0.1% | -2.4 | -14% | 5% | 42 | 0% | -6% | -11 | 11 | 18
> Cc1cc(C)n(C(=O)CNc2cccc(Cl)c2C)n1
→ 3.4% | i | 0.6% | -1.6 | -2% | -10% | 49 | 10% | -9% | 5 | -5 | -5
> Cc1nn(-c2ccccc2)c2sc(C(=O)OCC(=O)N3CCCCC3)cc12
→ -0.3% | x | -0.2% | 6.2 | -7% | 0% | 41 | 24% | 1% | x | x | x
> NC(=O)c1cccnc1OCC(F)(F)F
→ -0.2% | x | 1.9% | -0.3 | 6% | 8% | 54 | 7% | -6% | x | x | x
> Cc1nc(-c2ccc([N+](=O)[O-])cc2)nc2[nH]ccc(=O)c12
→ -0.6%[50 µM] | x | 12% | 1.6 | 1% | 1% | 91 | 3% | -4% | x | x | x
> O=C(c1ccc(Br)o1)N1CCCc2ccccc21
→ 1.1% | i | 1.5% | 0.0 | 2% | -1% | 44 | 14% | -2% | 13 | 4 | -25
> Cc1cc2c3c([nH]c2cc1S(=O)(=O)NCCCOC(C)C)CC(C)(C)CC3=O
→ -0.2% | x | 2.1% | 0.8 | -2% | -3% | 103 | 6% | -6% | x | x | x
> C=CC[N+](C)(C)c1ccc(CCC(=O)CCc2ccc([N+](C)(C)CC=C)cc2)cc1
→ 5.0% | x | 0.6% | -1.5 | x | -7% | 48 | x | x | x | x | x
> COc1ccc(S(=O)(=O)N2CCN(C(=O)COc3ccc4c(C)cc(=O)oc4c3)CC2)cc1
→ x | i | x | x | 1% | x | x | 5% | 5% | -16 | 6 | 2
> COc1cccc(/C=C/C(=O)c2ccc3c(c2)OCO3)c1OC
→ 0.2%[50 µM] | x | -2.0% | 2.1 | x | 7% | 57 | x | x | x | x | x
> CCOC(=O)C1=C(COC(=O)/C=C/c2cc(Br)ccc2F)NC(=O)NC1C (stereo not given)
→ 0.8%[50 µM] | x | 1.2% | 0.9 | x | -8% | 65 | x | x | x | x | x
> CCOc1ccc(S(=O)(=O)N2CCC(C(=O)NCCc3ccc(OC)c(OC)c3)CC2)cc1
→ 0.2% | x | 0.6% | 0.2 | 6% | -3% | 96 | 14% | -5% | x | x | x
> CCC1=C(c2ccc(C)cc2)S(=O)(=O)N=C1N1CCC(C(=O)NCCCN2CCCCC2)CC1
→ 0.3% | x | 0.5% | -0.8 | 11% | -10% | 49 | 15% | -8% | x | x | x
> CN(c1nc2ccccc2n2c(-c3ccco3)nnc12)S(=O)(=O)c1ccccc1
→ 0.9% | i | 1.1% | 0.8 | 2% | -9% | 87 | 12% | -7% | -15 | 17 | -2
> O=C1C(=O)N2C(=C1C(=O)N1CCCCCC1)c1ccccc1CC21CCCC1
→ -0.7% | x | -1.1% | 1.1 | -10% | -1% | 62 | 1% | -4% | x | x | x
> O=C(CCCSc1nnc(-c2cccs2)n1CC1CCCO1)c1ccccc1 (stereo not given)
→ 0.5% | i | 14% | -0.2 | -5% | -10% | 81 | 2% | 5% | -2 | 9 | 5
> Cc1nc(CC(=O)Nc2nc(-c3ccccc3)cs2)cs1
→ 2.3% | i | 21% | 1.7 | 5% | -10% | 84 | 16% | 0% | -9 | -24 | -4
> C=CCNC(=S)N/N=C/c1ccc(OCc2ccccc2)cc1
→ -0.6%[50 µM] | x | -1.8% | -0.3 | x | 1% | 63 | x | x | x | x | x

A few values from the entries so far.
Entry of Cc1nn(-c2ccccc2)c2sc(C(=O)OCC(=O)N3CCCCC3)cc12 under GPR35 antagonists: -7%
Entry of Cc1cc2c3c([nH]c2cc1S(=O)(=O)NCCCOC(C)C)CC(C)(C)CC3=O under RSV CPE inhibition: 2.1%

(next part)
Below each SMILES: K1F lysis inhibition | Autophagy mod | RSV CPE inhibition | NTR1 ag | GPR35 antagonists | Dengue-2 NS5 capping | NTR1 ag cell count 20 µM | AID2073 | LYP phosphatase | WT yeast gro inh mutant strain | Autophagy mod cell loss 18 h | WT yeast gro inh
> Cc1cc(=S)c2ccccc2[nH]1
→ -1.1% | x | 5.0% | 0.8 | -1% | 1% | 60 | -20% | 2% | x | x | x
> Cn1c(SCC(=O)Nc2ccc3cn[nH]c3c2)nnc1-c1cccs1
→ 0.2% | i | 2.3% | 2.8 | 6% | -9% | 52 | -13% | -5% | -35 | 2 | 7
> Cc1cc2c(cc1S(=O)(=O)N(C)C1CCCCC1)OCC(=O)N2
→ -2.2% | x | 0.0% | 1.3 | 4% | -2% | 48 | 4% | 4% | x | x | x
> O=C(NCc1cccnc1)c1ccc([N+](=O)[O-])o1
→ 0.8% | i | 3.6% | -0.3 | -9% | 1% | 70 | 1% | -6% | 7 | 5 | 4
> O=C(CCn1c(=O)oc2cc(Cl)ccc21)Nc1ccc(O)cc1
→ -0.6% | x | 2.4% | -0.4 | -6% | -7% | 60 | -9% | -11% | x | x | x
> COc1ccc(NC(=O)c2ccc(NCCN3C(=O)CCC3=O)c([N+](=O)[O-])c2)cc1
→ 0.1% | i | -0.9% | 0.3 | -10% | -5% | 36 | 14% | 9% | 4 | 7 | 18
> Cc1cc(C)cc(NS(=O)(=O)c2ccc(NC(=O)C3CCCCC3C(=O)O)cc2)c1 (stereo not given)
→ -0.2%[50 µM] | i | 0.3% | 0.4 | -5% | 2% | 45 | 27% | -4% | 0 | -7 | 2
> COc1ccc(C)cc1NC(=O)NNS(=O)(=O)c1ccc(NC(C)=O)cc1
→ 0.2% | x | 1.9% | -1.1 | 7% | 4% | 53 | -2% | -8% | x | x | x
> O=Cc1ccc(Oc2ccc(F)cc2)nc1
→ 0.7% | i | 0.0% | -0.9 | 5% | x | 86 | -3% | -6% | -2 | -12 | 7
> COc1ccc(C(=O)Nc2ccc(-c3cn4ccsc4n3)cc2)cc1S(=O)(=O)N1CCOCC1
→ 0.6% | i | -2.0% | 2.4 | -1% | -6% | 81 | 22% | -2% | -6 | -10 | 5
> O=C(Nc1cccc(F)c1)C1CCCN(c2cnccn2)C1 (stereo not given)
→ 0.4% | x | 0.6% | 0.8 | 6% | 4% | 58 | 4% | -10% | x | x | x
> COC(=O)c1c(N)sc(C(=O)N2CCOCC2)c1C
→ 0.6% | i | -1.5% | -1.0 | 6% | 0% | 41 | -3% | -7% | 18 | 15 | 7
> CCOc1ccc(C(=O)C(c2ccccc2)N2CCOCC2)cc1 (stereo not given)
→ 0.1% | i | 0.2% | -0.8 | -11% | 6% | 49 | 5% | 2% | 11 | 26 | 0
> CCc1ccc(NC(=O)N2CCc3ccccc3C2)cc1
→ 0.1% | x | u | -0.5 | 15% | 3% | 59 | 13% | -6% | x | x | x
> Cc1ccc2[nH]c(=O)c(CN(CCCN(C)C)C(=O)Nc3ccc(Cl)cc3)cc2c1
→ 1.6% | i | -3.2% | 1.4 | 1% | 4% | 68 | 1% | -2% | -1 | 9 | 9
> COc1cccc(C2C(C(N)=O)=C(C)Nc3nc(-c4cccc(Cl)c4)nn32)c1 (stereo not given)
→ 0.8% | i | 2.1% | -0.7 | 6% | -2% | 90 | -4% | 6% | 6 | 34 | 4
> O=S(=O)(NCCCNS(=O)(=O)c1c(F)cccc1F)c1ccc2c(c1)OCCO2
→ 0.3% | x | 2.3% | 6.0 | x | -71% | 53 | x | x | x | x | x
> Cc1ccc(S(=O)(=O)/N=C(\c2ccccc2)N(C)S(=O)(=O)c2ccc(C)cc2)cc1
→ -0.3% | i | 2.4% | -1.3 | 14% | -6% | 33 | -1% | 2% | -16 | -1 | -20
> NC(=O)c1cc([N+](=O)[O-])ccc1NCC1CCCCC1
→ 3.2% | x | 4.3% | 7.7 | x | 5% | 99 | x | x | x | x | x
> O=C(CN1C(=O)/C(=C2\SC(=S)N(C3CCS(=O)(=O)C3)C2=O)c2ccccc21)Nc1ccc(F)cc1 (stereo not given)
→ x | x | 5.1% | 2.8 | -12% | x | 27 | 20% | -8% | x | x | x

One compound at a time, from the list above. Order of values: K1F lysis inhibition, Autophagy mod, RSV CPE inhibition, NTR1 ag, GPR35 antagonists, Dengue-2 NS5 capping, NTR1 ag cell count 20 µM, AID2073, LYP phosphatase, WT yeast gro inh mutant strain, Autophagy mod cell loss 18 h, WT yeast gro inh
Entry for `O=C(CCn1c(=O)oc2cc(Cl)ccc21)Nc1ccc(O)cc1` : -0.6%, x, 2.4%, -0.4, -6%, -7%, 60, -9%, -11%, x, x, x
Entry for `COc1ccc(NC(=O)c2ccc(NCCN3C(=O)CCC3=O)c([N+](=O)[O-])c2)cc1` : 0.1%, i, -0.9%, 0.3, -10%, -5%, 36, 14%, 9%, 4, 7, 18
Entry for `CCOc1ccc(C(=O)C(c2ccccc2)N2CCOCC2)cc1` (stereo not given) : 0.1%, i, 0.2%, -0.8, -11%, 6%, 49, 5%, 2%, 11, 26, 0
Entry for `COc1ccc(C)cc1NC(=O)NNS(=O)(=O)c1ccc(NC(C)=O)cc1` : 0.2%, x, 1.9%, -1.1, 7%, 4%, 53, -2%, -8%, x, x, x
Entry for `COc1cccc(C2C(C(N)=O)=C(C)Nc3nc(-c4cccc(Cl)c4)nn32)c1` (stereo not given) : 0.8%, i, 2.1%, -0.7, 6%, -2%, 90, -4%, 6%, 6, 34, 4

(more compounds)
Below each SMILES: K1F lysis inhibition | Autophagy mod | RSV CPE inhibition | NTR1 ag | GPR35 antagonists | Dengue-2 NS5 capping | NTR1 ag cell count 20 µM | AID2073 | LYP phosphatase | WT yeast gro inh mutant strain | Autophagy mod cell loss 18 h | WT yeast gro inh
> CCc1c(C2(O)CCCCC2)[nH]c2ccc(C#N)cc12
→ -0.9% | x | -0.5% | 4.6 | x | -7% | 83 | x | x | x | x | x
> CC(C)Oc1ccc(S(=O)(=O)N2CCCCC2)cc1NC(=O)C1CCCC1
→ 0.4%[50 µM] | x | 0.1% | -0.9 | x | 2% | 51 | x | x | x | x | x
> CCN(CC)S(=O)(=O)c1ccc(C(=O)NCc2ccc(C)cc2)cc1
→ 1.7% | i | 2.1% | -3.5 | -8% | -8% | 56 | -2% | -10% | 31 | 5 | 5
> Nc1nc2c(nc(N3CCCCC3)n2[C@@H]2O[C@H](CO)[C@@H](O)[C@H]2O)c(=O)[nH]1
→ 0.0% | x | 0.0% | -1.0 | 6% | -5% | 98 | 3% | -8% | x | x | x
> CC(=O)N1CCN(C2=NC(=O)/C(=C/c3ccc(OS(=O)(=O)c4ccccc4)cc3)S2)CC1
→ -0.6% | x | 38µM* | 2.6 | -11% | -5% | 61 | 7% | -9% | x | x | x
